Assay outcomes as filed in PubChem BioAssay.
Lipid storage S3: qHTS Assay for Lipid Storage Modulators in Drosophila S3 Cells | lipid storage change, negative = inhibition, % at the top dose, mostly 46.1 µM; hits show Potency in µM | 320,000 tested, 0.64% active | Drosophila S3 cells, BODIPY lipid droplet fluorescence, 18-24 h; cells fed with added oleic acid | AID 2685; active = well fitted inhibition curve with a large enough effect in the signal ratio, with a control signal flat, not every such curve was filed as active; inconclusive = small, poorly fitted or top-dose-only effect, or effect the other way, or a change in a side signal; the % refers to the signal ratio
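Drosophila S3 cells got compounds at several concentrations plus oleic acid (400 uM solution). Laser-scanning cytometry with 488 nm excitation read lipid droplets at 500-530 nm and cells at 575-640 nm. Percent activity was relative to 20 uM Triacsin C.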
Lipid storage S3 cell count max: recorded beside Lipid storage S3, whose call it bears; cell number change, %; measured here: cell count max response;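 cells counted by Cell Tracker Red CMTPX staining in the red channel; peak over a dose series mostly up to 46.1 µM; percent activity relative to internal control wells on each plate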
The depositor's hits bear a star; i = inactive; ? = inconclusive; · = no result given. % is scaled to controls: 0 for no effect and ±100 for the full control effect; potency is read from the fitted curve at half-maximal effect. Some of the compounds tested; rates above refer to the full screens.

SMILES | Lipid storage S3 | Lipid storage S3 cell count max
O=C1CCN(C(=O)CCCn2c(=O)oc3ccccc32)CC1 | ? | ·
CCOC(=O)c1cc2c(cn1)[nH]c1ccccc12 | -2% | 0
CCOC(=O)C(O)(c1ccc(N(CC)S(=O)(=O)c2ccc(C)cc2)cc1)C(F)(F)F (stereo unspecified) | ? | ·
COc1ccc(N=Cc2c(O)n(C)c(=O)n(C)c2=O)cc1 | ? | ·
CC(=O)c1c(C)[nH]c(C(=O)N2CCC3(CC2)OCCO3)c1C | 9% | 17
COC(=O)C1=C(c2ccc(F)cc2OCc2ccccc2)C[C@@H]2CC[C@H]1N2C(=O)NCCOc1ccccc1 | ? | ·
COCCNC(=O)CN1C(=O)CN=C(c2ccccc2)c2ccccc21 | ? | ·
On1ccccc1=S | ? | ·
CCOC(=O)C1=Nc2ccccc2/C1=C\c1c(O)n(C)c(=O)n(C)c1=O | ? | ·
O=C(CF)NC(NC(=S)Nc1ccccc1O)C(Cl)(Cl)Cl (stereo unspecified) | ? | ·
Cc1cccc(-c2nc3ccccc3c(=O)n2-n2cccc2)c1 | ? | ·
C=CCn1c(O)c(/C(C)=N/N2CCCCCC2)c(=O)[nH]c1=O | ? | ·
CN1CCN(c2c(C#N)c(C(F)(F)F)nn2C)CC1 | ? | ·
CC(=Nc1ccccc1N)c1c(O)n(C)c(=O)n(C)c1=O | ? | ·
CCOc1ccc(-n2c(O)c(C=NCCCn3ccnc3)c(=O)[nH]c2=O)cc1 | ? | ·

Random excerpt: seven records from the list, in no set order.
SMILES | Lipid storage S3 | Lipid storage S3 cell count max
COCCNC(=O)CN1C(=O)CN=C(c2ccccc2)c2ccccc21 | ? | ·
CCOC(=O)C1=Nc2ccccc2/C1=C\c1c(O)n(C)c(=O)n(C)c1=O | ? | ·
CC(=O)c1c(C)[nH]c(C(=O)N2CCC3(CC2)OCCO3)c1C | 9% | 17
CC(=Nc1ccccc1N)c1c(O)n(C)c(=O)n(C)c1=O | ? | ·
CCOC(=O)C(O)(c1ccc(N(CC)S(=O)(=O)c2ccc(C)cc2)cc1)C(F)(F)F (stereo unspecified) | ? | ·
On1ccccc1=S | ? | ·
COC(=O)C1=C(c2ccc(F)cc2OCc2ccccc2)C[C@@H]2CC[C@H]1N2C(=O)NCCOc1ccccc1 | ? | ·

Remaining list, next part.
SMILES | Lipid storage S3 | Lipid storage S3 cell count max
O=C(c1ccc(F)c([N+](=O)[O-])c1)N1CC2CC(C1)c1cccc(=O)n1C2 (stereo unspecified) | 1% | 4
Cc1ccc(/C=C2\C(=O)NC(=O)N(Cc3ccccc3Cl)C2=O)o1 | ? | ·
Cc1cc(C(=O)OCC(=O)Nc2ccccc2F)c(C)n1C1CC1 | ? | ·
CSc1ccc(CN2CCN(C(=O)COc3cccc(C)c3)CC2)cc1 | ? | ·
O=C1Nc2ccccc2C(c2ccccc2)=NC1O (stereo unspecified) | 0% | ·
COC(=O)C1=C(c2ccc(C(C)=O)cc2)C[C@@H]2CC[C@H]1N2C(=O)NCc1ccc(F)cc1 | ? | ·
CCCNC(=O)N1[C@H]2CC[C@@H]1C(C(=O)OC)=C(c1ccc(OC)c(OC)c1)C2 | ? | ·
CC(C)(C)NS(=O)(=O)c1ccc(OCC(=O)N2CCN(Cc3ccccc3)CC2)cc1 | ? | ·
CC1(C)C2([N+](=O)[O-])CN3CN(C2)CC1([N+](=O)[O-])C3 | i | -22
COc1ccc(NP(=O)(Oc2ccccc2OC)Oc2ccccc2OC)cc1 | 20% | 14
CN1CCN(c2c[nH]c(=O)[nH]c2=O)CC1 | 2% | 0
CN1CCN(c2nc([N+](=O)[O-])nn2C)CC1 | ? | ·
N#C/C(=C(/O)c1ccc(S(=O)(=O)N(CCCl)CCCl)cc1)c1nc2ccccc2[nH]1 | -2% | 4
COC(=O)COc1ccc(/C=C2\C(=O)NC(=S)N(c3ccc(C)cc3)C2=O)cc1OC | 0% | 1
COC(=O)CNC(=O)c1cn(CCC#N)nc1-c1ccc(F)cc1 | -4% | 7
NC(=O)c1c(NC(=O)c2ccc(S(=O)(=O)N(CCCl)CCCl)cc2)sc2c1CCCCC2 | ? | ·
OC(c1ccccc1)(c1ccccc1)c1ccncc1 | ? | ·
COc1ccc(CCNC2CCCCC2)cc1 | -17% | -11
Cc1cc(/C=C2\C(=O)NC(=O)N(Cc3ccccc3)C2=O)c(C)n1C1CC1 | ? | ·
CC1=CC(=O)OC2CC3OC4C[C@@H](C)C5OC6CC7O[C@]8(C)C/C=C\C9OC%10CC%11OC(CC(C)CO)CC(O)[C@]%11(C)OC%10CC9OC8C[C@]7(C)O[C@]6(C)CCC5OC4C[C@]3(C)OC12 (stereo partly specified) | 0% | 3
Cc1cc(C)cc(-n2c(C)cc(/C=C3\C(=O)NC(=O)N(C)C3=O)c2C)c1 | -2% | ·
c1cc2c(cc1CN1CCNCC1)OCO2 | 8% | 18
NCCCP(=O)(O)CCc1ccccc1 | ? | ·
CCCn1cc2c3c(cccc31)C1CC(C)CN(C)C1C2 (stereo unspecified) | ? | ·
COc1ccc(OC)c(-n2c(O)c(C=NCc3ccc4c(c3)OCO4)c(=O)[nH]c2=O)c1 | ? | ·
COc1ccc(OC)c(-n2c(O)c(C=Nc3c(C)n(C)n(-c4ccccc4)c3=O)c(=O)[nH]c2=S)c1 | ? | ·
CN1CCN(Cc2ccc(Br)s2)CC1 | ? | ·
CCC(=NCCc1ccccc1)c1c(O)n(C)c(=O)n(C)c1=O | ? | ·
CCOc1cc2c(cc1OCC)-n1cccc1C(c1ccc(OC)c(OC)c1)NC2 (stereo unspecified) | -1% | -6
CCCCCn1c(=O)c(C(=O)Nc2cccc(C)n2)c(O)c2ccccc21 | i | -7

Some of the entries so far, with values under each structure:
Results follow in this order: Lipid storage S3 | Lipid storage S3 cell count max
- Cc1cc(/C=C2\C(=O)NC(=O)N(Cc3ccccc3)C2=O)c(C)n1C1CC1
→ ? | ·
- CC1=CC(=O)OC2CC3OC4C[C@@H](C)C5OC6CC7O[C@]8(C)C/C=C\C9OC%10CC%11OC(CC(C)CO)CC(O)[C@]%11(C)OC%10CC9OC8C[C@]7(C)O[C@]6(C)CCC5OC4C[C@]3(C)OC12 (stereo partly specified)
→ 0% | 3
- Cc1cc(C)cc(-n2c(C)cc(/C=C3\C(=O)NC(=O)N(C)C3=O)c2C)c1
→ -2% | ·
- c1cc2c(cc1CN1CCNCC1)OCO2
→ 8% | 18

Going on with the list.
SMILES | Lipid storage S3 | Lipid storage S3 cell count max
COc1ccc(CNCCc2ccc3c(c2)OCO3)c(OC)c1OC | ? | ·
COc1ccccc1OCCCn1cc(C(=O)C2CC2)c2ccccc21 | ? | ·
Cc1cc(/C=C2\C(=O)NC(=O)N(c3ccc(F)cc3)C2=O)c(C)n1-c1cccc(C(=O)O)c1 | 21% | 11
Fc1ccccc1N1CCN(Cc2c(F)cccc2F)CC1 | ? | ·
Cc1ccc(-n2c(O)c(C=N)c(=O)n(-c3ccc(C)cc3)c2=O)cc1 | -3% | 8
Cc1nccc2c1[nH]c1ccc(Br)cc12 | 8% | -1
O=S(=O)(c1ccc(Cl)cc1)N1CCCCC1c1cccnc1 (stereo unspecified) | ? | ·
CC(=O)NC(Cc1ccc(N(CCCl)CCCl)cc1)C(=O)NC(C(=O)O)C(C)C (stereo unspecified) | 5% | 13
N#Cc1ccc(NC(=O)CN2C(=O)NC3(CCCC3)C2=O)cc1Cl | i | 8
CC(C)CC1C(C#N)=C(N)Oc2c1c(=O)oc1ccccc21 (stereo unspecified) | ? | ·
Cc1cccnc1-n1c(C)nc2ccccc2c1=O | -3% | 6
O=c1[nH]oc2c1CCNC2 | -10% | -20
COC(=O)C1=C(c2cccc(OCc3ccccc3)c2)C[C@@H]2CC[C@H]1N2C(=O)NCCOc1ccccc1 | i | -5
CC1(C)C(C(=O)NN2C(=O)c3ccccc3C2=O)C1(C)C | ? | ·
O=C(O)c1ccccc1NC(=O)N1C[C@H]2C[C@@H](C1)c1cccc(=O)n1C2 | -1% | -1
C/C(=N\NC(=O)c1ccncc1)c1c(O)n(Cc2ccccc2)c(=O)[nH]c1=O | ? | ·
Oc1ccc2c3c1O[C@H]1[C@@H](O)CC[C@@]4(O)[C@@H](C2)N(CC2CCC2)CC[C@]314 | ? | ·
N=c1sccn1Cc1ccc(Cl)cc1Cl | -5% | 10
O=Cc1cn(Cc2cccc([N+](=O)[O-])c2)c2ccccc12 | ? | ·
CC1CN(O)C2CCc3c(no[n+]3[O-])C12O (stereo unspecified) | ? | ·
N#CCCn1cc(C(=O)Nc2ccccc2Br)c(-c2ccc([N+](=O)[O-])cc2)n1 | ? | ·
COc1ccccc1-n1c(-c2ccccc2Br)nc2ccccc2c1=O | i | 14
C/C=C1/C[N+]2(C)CCC34C(=C(C=O)[C@H]1C[C@@H]32)Nc1ccccc14 (stereo partly specified) | 14% | 14
CC(NCc1ccccc1C(F)(F)F)C(O)c1ccccc1 (stereo unspecified) | ? | ·
C[C@H]1[C@@H](c2ccccc2)O[C@@H](c2ccccc2Br)N1C | ? | ·
COc1ccccc1N1CCN(Cc2cccc(Br)c2)CC1 | -11% | -8
COc1ccc(NC2=NCCCS2)cc1OC | ? | ·
COc1cccc(C2C([N+](=O)[O-])=C(N)Oc3c2c(=O)oc2ccccc32)c1 (stereo unspecified) | i | -5
O=P(O)(O)Cc1c(Cl)cccc1Cl | ? | ·
Cc1cc(Cl)ccc1OCC(=O)O | ? | ·

An excerpt of these results, with each value named.
CC1CN(O)C2CCc3c(no[n+]3[O-])C12O (stereo unspecified)
  Lipid storage S3: ?
  Lipid storage S3 cell count max: ·

N#CCCn1cc(C(=O)Nc2ccccc2Br)c(-c2ccc([N+](=O)[O-])cc2)n1
  Lipid storage S3: ?
  Lipid storage S3 cell count max: ·

(next part)
SMILES | Lipid storage S3 | Lipid storage S3 cell count max
O=c1[nH]c(=S)[nH]c(O)c1N=Nc1ccc(OC(F)F)cc1 | ? | ·
Cn1c(=O)cc(SCC(=O)N2CCC3(CC2)OCCO3)c2ccccc21 | -27% | -18
Cc1ccc(-n2c(O)c(C=NCc3cccnc3)c(=O)[nH]c2=O)cc1C | ? | ·
Cc1cccc(C(=O)Nc2ccc(Cl)cc2C(=O)c2ccccc2)c1 | 3% | 7
c1ccc2c(CNC3CCCCC3)c[nH]c2c1 | ? | ·
CCOC(C(=O)OCC(O)CN(CC)CC)(c1ccccc1)c1ccccc1 (stereo unspecified) | ? | ·
CC(=O)CC(c1ccccc1[N+](=O)[O-])c1c(O)c2ccccc2oc1=O (stereo unspecified) | ? | ·

A second format for seven compounds above:
| mol | Lipid storage S3 | Lipid storage S3 cell count max |
| --- | --- | --- |
| Cc1cc(/C=C2\C(=O)NC(=O)N(c3ccc(F)cc3)C2=O)c(C)n1-c1cccc(C(=O)O)c1 | 21% | 11 |
| COc1ccc(NC2=NCCCS2)cc1OC | ? | · |
| N#Cc1ccc(NC(=O)CN2C(=O)NC3(CCCC3)C2=O)cc1Cl | i | 8 |
| O=C(O)c1ccccc1NC(=O)N1C[C@H]2C[C@@H](C1)c1cccc(=O)n1C2 | -1% | -1 |
| CC1CN(O)C2CCc3c(no[n+]3[O-])C12O (stereo unspecified) | ? | · |
| O=C(c1ccc(F)c([N+](=O)[O-])c1)N1CC2CC(C1)c1cccc(=O)n1C2 (stereo unspecified) | 1% | 4 |
| Cn1c(=O)cc(SCC(=O)N2CCC3(CC2)OCCO3)c2ccccc21 | -27% | -18 |
